VIM-2 inhibitor: blocks Pseudomonas aeruginosa VIM-2 metallo-beta-lactamase. inhibition, % at 5.6 µM. actives 0.89% (n = 290,000). AID 1527. purified VIM-2, nitrocefin hydrolysis, epi-absorbance fluorescence;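 active means inhibition above the mean of all tested compounds plus 3 SD, cutoff set per screening run, cut at about 7.5% in these data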;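 further: red hydrolysis product quenches plate fluorescence so inhibitors raise well fluorescence; 0% = enzyme with DMSO and 100% = DMSO without enzyme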
MEKK2mut PB1 HTS: signal of MEK5 binding to mutant human MEKK2 PB1 domain; actives 0.35% (n = 290,000); bead flow cytometry, Alexa488-MEK5 binding to MEKK2 mutant; percent response, % at 10 µM; AID 1530; in the data active means percent response above about 24%, passing the limit was not always enough; further: inactives centre near 1; some results filed as inactive read as strong as hits
M18AAP inhibitor: PfM18AAP enzyme inhibition; recombinant PfM18AAP, H-Glu-NHMec fluorogenic cleavage; inhibition, % at 7.35 µM; actives 1.2% (n = 290,000);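 active means inhibition above the campaign mean inhibition over all tested compounds plus 3 SD, cut at about 28% in these data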;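 further: 0% = plate median of test compound wells and 100% = 2 mM ZnCl2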
IMP-1 inhibitor: inhibitors of Pseudomonas aeruginosa IMP-1 metallo-beta-lactamase | purified IMP-1, nitrocefin hydrolysis, epi-absorbance fluorescence | inhibition, % at 5.6 µM | actives 0.45% (n = 290,000) | AID 1556;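 active means inhibition above the mean plus 3 SD of all compounds in the same screening run, cut at about 4.5% in these data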;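 further: 0% = IMP-1 with DMSO and 100% = DMSO wells lacking enzyme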
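System: Purified IMP-1 | Read-out basis: Percent enzyme inhibition | Controls: IMP-1 with DMSO as 0%, enzyme-free DMSO as 100% | Replicates: One well per compound | Doses: 5.6 µM nominal single concentration | Detection: Epi-absorbance fluorescence, 480 nm excitation, 530 nm emission | Incubation: 25 °C, 15 min preincubation, 25 min reaction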
DNA FID counter: counter-screen for HCV NS3 helicase inhibitors: DNA intercalator displacement; inhibition, % at 7.9 µM; actives 0.17% (n = 290,000); DNA fluorescent intercalator displacement, fluorescence; in the data active means inhibition above about 37%;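 further: 0% = vehicle and 100% = reference compound; higher means more ethidium bromide displaced from hairpin DNA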
MEKK2wt PB1 HTS: raises or lowers MEK5 binding to wildtype human MEKK2 PB1 domain; bead flow cytometry, Alexa488-MEK5 binding to MEKK2 WT; actives lie on both sides; AID 1531; actives 1.1% (n = 290,000); binding response (% of control), % at 10 µM; in the data active means binding response below about 67% or above about 130%
SUMO HTRF inh: blocks human SUMOylation mediated by UBC9; P63279; HTRF SUMOylation assay, SAE1/SAE2 + UBC9, in vitro; inhibition, % at 35 µM; actives 0.36% (n = 290,000); AID 2006; in the data active means inhibition above about 50%, passing the limit was not always enough; further: strong numbers were not always called active
Target sequence (P63279 whole entry, looked up): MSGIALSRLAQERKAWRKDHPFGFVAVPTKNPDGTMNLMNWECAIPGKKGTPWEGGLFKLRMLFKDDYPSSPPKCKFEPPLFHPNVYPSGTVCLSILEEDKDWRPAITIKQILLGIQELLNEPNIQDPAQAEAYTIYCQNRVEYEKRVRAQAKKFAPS
NALP1 yeast inh: NALP1 inhibition. S. cerevisiae NALP1/ASC/caspase-1 growth, X-gal OD620, 72 h. inhibition, % at 10 µM. actives 0.61% (n = 280,000). AID 2071; in the data active means inhibition mostly above about 24%, no sharp cut-off; inactive means mostly below about 32%; further: some compounds called inactive have numbers as strong as hits
NS3 helicase inh: blocks Hepatitis C virus NS3 helicase unwinding; AID 1800; actives 0.56% (n = 290,000); NS3 helicase DNA unwinding, Cy5 molecular beacon fluorescence; inhibition, % at 10.9 µM;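 active means inhibition above the mean of all tested compounds plus 3 SD, set per campaign, cut at about 35% in these data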;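 further: 0% = DMSO wells and 100% = thioflavine S control wells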
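Assay system: hepatitis C virus NS3 helicase domain fragment enzyme. Also added: annealed dual-labelled DNA beacon duplex, ATP-started. Timing: 1 h reaction at 25 °C, ATP-initiated. Technique: Cy5 fluorescence at 0 and 60 min, beacon hairpin quenching. Evaluation: % inhibition of unwinding. Replication: one well per compound.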
Starred values were filed as active, the others as inactive; / = not tested or not shown; [ ] = another dose, or the depositor's remark.

Structure,NS3 helicase inh,MEKK2mut PB1 HTS,VIM-2 inhibitor,M18AAP inhibitor,NALP1 yeast inh,MEKK2wt PB1 HTS,SUMO HTRF inh,DNA FID counter,IMP-1 inhibitor
Cc1cc(C)cc(C(=O)N(NC(=O)Nc2ccc(Cl)cc2)C(C)(C)C)c1,-2,5,-1.1,3,27,102,-11,0,0.9
Cc1cc(=O)oc2c(C)c(OCC(=O)N3CCN(c4ccc(F)cc4)CC3)ccc12,-2,10,-1.3,3,5,107,/,-36,-4.0
CCOC(=O)C1C(=O)OC(C)(C)C1C(C)C(=O)c1ccc(C)cc1C (stereo not drawn),-5,-26,-0.4,-13,-16,-2.0*[inhibitor],-1,-12,-0.1
O=C(O)c1ccc(NS(=O)(=O)c2ccc3c(c2)C(=O)c2ccccc2C3=O)cc1,20,-9,3.7,3,-13,85,16,-10,0.4
CC(=O)Nc1cccc(NC(=O)C2CCN(C(=O)c3ccco3)CC2)c1,7,5,-1.2,4,8,101,12,-3,-2.5
CC(C)=CC(=O)Nc1nnc(C(C)C)s1,4,4,-1.8,0,-5,99,-4,-3,-2.0
Nc1ccccc1S(=O)(=O)NC1=NCCCCC1,0,-2,-1.9,3,19,94,-12,1,-2.4
CCN(CC#CCC(O)(c1ccccc1)c1ccccc1)C(C)C,-12,-1,1.7,-6,30,100,11,7,-1.5
Cc1c(-c2ccco2)[n+](=O)c2c(n1[O-])CCCCC2,1,-5,-2.0,-7,6,85,22,-2,-4.1
O=C1NC(c2ccccc2)=NC1(Nc1ccccn1)C(F)(F)F (stereo not drawn),5,-1,-3.3,4,8,95,4,3,-4.1
CCC(=O)NC(Nc1nc(C)cs1)(C(=O)OC)C(F)(F)F (stereo not drawn),3,-4,-5.5,9,29,83,17,0,-1.9
C=CCOC(=O)C1C(=O)CC(C)(O)C(C(=O)OCC=C)C1c1ccc(OC)cc1 (stereo not drawn),-7,3,-1.6,-2,/,95,5,-25,-2.0
COc1ccc(N(CC(O)Cn2cnc3ccccc32)S(=O)(=O)c2ccc(C)cc2)cc1 (stereo not drawn),-20,2,-5.2,1,12,109,0,-23,-3.4
Cc1cccc(C(=O)Nc2nnc(-c3ccc(C(C)(C)C)cc3)s2)c1,3,6,-0.4,-9,7,104,-5,4,-1.4
CCOC(=O)Cc1c(C)nc2cc(C)nn2c1C,3,10,-1.2,4,-78,108,13,0,-3.0
COc1cccc(-c2ccc(C#N)c(SCC(=O)NCCc3cccc(Cl)c3)n2)c1,10,2,0.2,5,-15,101,11,-3,-3.0
Cc1cc(S(=O)(=O)NCc2cccnc2)ccc1-n1cnnn1,3,3,-2.2,-10,1,101,20,-2,-1.7
Cc1cc(N2CCN(C(=O)c3ccco3)CC2)nc(-c2ccccc2)n1,/,1,/,/,-17,106,-16,/,/
Cc1cc(=O)oc2c(C)c(OC(C)C(=O)NCc3ccccn3)ccc12 (stereo not drawn),7,1,0.5,3,10,105,24,-21,-1.5
O=C1Nc2c(c(=O)[nH]c(=O)n2-c2ccccc2)C1(Nc1ncccn1)C(F)(F)F (stereo not drawn),-1,-1,-2.7,1,/,96,7,0,-4.4
COCCn1c(SCC(=O)Nc2ccc(OC)cc2OC)nc2ccccc2c1=O,1,1,-0.5,-5,8,96,-6,-28,-3.6
COc1ccccc1C1C(C(N)=O)=C(C)Nc2nc(-c3ccc(Cl)cc3)nn21 (stereo not drawn),8,1,-2.3,4,22,100,16,-2,-2.8
COc1ccc(C(=O)NC(=S)N2CCCc3ccccc32)cc1OC,3,-19,1.0,9,0,75,23,-2,0.7
S=c1[nH]nc(-c2ccc(Br)cc2)n1-c1ccc2c(c1)OCCO2,2,-11,1.1,7,-7,93,-13,-26,-5.0
Cc1onc(-c2ccccc2Cl)c1C(=O)NCc1cccnc1,5,-8,-2.3,7,/,89,-2,0,-3.2
CCCCS(=O)(=O)Nc1ccc(C(=O)NCC2CCCO2)cc1 (stereo not drawn),-5,2,-4.8,2,3,101,0,-2,-2.5
C[N+]1(CCOc2ccc([N+](=O)[O-])cc2)CCOCC1,3,6,0.9,-15,-3,102,0,4,1.7
Cc1c(C2=CCN(S(=O)(=O)c3ccc(Cl)cc3)CC2)c2ccccc2n1C,9,-3,0.4,-4,22,92,6,-18,1.1
O=C(c1ccncc1)N1C2C=CC(C2)C1(C(F)(F)F)C(F)(F)F (stereo not drawn),6,-15,-1.0,6,30,86,14,3,-0.7
O=C(O)c1ccc(CP(=O)(c2ccccc2)c2ccccc2)cc1,-5,11,-1.1,1,16,123,17,-4,-1.8
CN(CCc1ccccn1)C(=O)c1nn2c(C(F)(F)F)cc(-c3ccco3)nc2c1Cl,11,0,7.3,-1,21,108,20,-17,-1.8
COc1ccc(CCNC(=O)CCCn2nc(C)c([N+](=O)[O-])c2C)cc1OC,-3,-3,0.7,5,18,103,-12,-4,-1.7
Cc1ccc(C)c(OCc2nc3ccc(S(=O)(=O)Nc4c(C)n(C)n(-c5ccccc5)c4=O)cc3[nH]2)c1,16,4,-1.8,3,-4,94,-6,-41,-1.6
O=C(CN1CCN(C(=O)c2ccco2)CC1)Nc1c2c(nc3c1CCC3)CCCC2,26,10,-4.3,12,-16,109,7,2,0.5
O=C(Nc1cccc(S(=O)(=O)NC2=NCCCCC2)c1)c1cc(-c2ccncc2)nc2ccccc12,4,1,-5.0,-8,2,104,8,-28,-4.1
CCOC(=O)c1ccc(NC(=O)COc2cc3oc(=O)c(CC(C)O)c(C)c3cc2Cl)cc1 (stereo not drawn),-4,-10,-0.8,0,/,103,19,-2,-2.5
COc1ccc(NC(=O)CCCn2c(=O)[nH]c3ccccc3c2=O)cc1,23,0,-2.6,-1,3,100,17,-8,-4.5
COCCCN=C1NN=C(c2cc(C)n(-c3ccccc3F)c2C)CS1,2,7,-2.5,3,6,112,0,-11,-1.6
CCN(CC)CCNC(=O)CCCCCn1c(=O)[nH]c2cc(C(=O)OC)ccc2c1=O,-3,0,-2.7,3,17,100,12,5,-1.1
O=[N+]([O-])c1ccc(-c2cc(-c3ccc(Cl)cc3)n[nH]2)cc1,-6,/,-1.4,-2,-5,/,13,7,-2.0
O=C(CCNS(=O)(=O)c1ccc(Br)s1)N1CCN(c2ccccc2)CC1,-1,5,-4.4,-2,-172,106,25,-26,-3.6
C=CCN1CC(c2nc3ccccc3n2Cc2cccc3ccccc23)CC1=O (stereo not drawn),-14,2,-2.4,-1,31,95,-2,-39,-1.0
Cc1cc(CN2CCCC(C(=O)Nc3cccc(-n4cccn4)c3)C2)cc(C)c1O (stereo not drawn),-19,-1,-1.2,-6,24,112,2,23,-2.3
Cc1ccc(/C=C/C(=O)O)cc1S(=O)(=O)N1CCCCC1,-14,2,-4.3,1,8,103,-13,-6,-2.3
CCOCCCNCc1ccc(OC)c(OC)c1,-2,-1,-1.9,13,3,94,-19,6,-3.8
O=C(c1ccc(=O)[nH]c1)N1CCN(S(=O)(=O)c2ccc(Cl)cc2)CC1,-1,-2,-0.7,3,-18,95,7,-5,-2.3
CCOC(=O)CCCCCN1C(=O)c2cccc3cccc(c23)C1=O,14,3,4.8,1,/,103,-7,-29,0.0
CCCCN1C(=O)C2C(C(=O)Nc3cccc(OC)c3)C3C=CC2(O3)C1C(=O)NC1CCCCC1C (stereo not drawn),8,5,-3.5,6,8,112,3,-18,-1.5
C=CCn1c(SCC(=O)Nc2c(C)n(C)n(-c3ccccc3)c2=O)nc2sc(C)c(C)c2c1=O,-4,-2,-1.5,-1,5,99,8,-35,-9.7
CN1CCC2(CC1)N=C(c1ccc(F)cc1)C(=S)N2C(=O)c1ccccc1,7,6,0.4,33*,5,105,-3,12,-1.2
O=C(C1CC1)N1CCc2cc(Br)cc(S(=O)(=O)NC3CCCCC3)c21,-17,-5,-0.7,0,28,90,-5,-16,-1.5
CN(CC(=O)O)Cc1nc2ccccc2[nH]1,-6,4,-3.4,4,-15,106,12,2,-6.3
CCCCn1c(CCC(=O)O)ccc1-c1cccs1,2,3,-0.6,-11,7,100,7,-15,-2.0
CC1(c2ccccc2)NC(=O)N(CC(=O)Nc2ccc([N+](=O)[O-])cc2)C1=O (stereo not drawn),-13,-6,1.4,-14,9,90,4,14,-3.6
CCN(Cc1cnn(C)c1)C(=O)c1cc(COc2ccc3c(c2)CCCC3)on1,-7,8,-1.1,-5,12,107,-2,-60,0.1
Nc1c(Cl)ncnc1N/N=C/c1cccnc1,-3,10,-3.9,8,/,107,20,1,-2.4

(list continues)
Structure,NS3 helicase inh,MEKK2mut PB1 HTS,VIM-2 inhibitor,M18AAP inhibitor,NALP1 yeast inh,MEKK2wt PB1 HTS,SUMO HTRF inh,DNA FID counter,IMP-1 inhibitor
O=C(c1cccc([N+](=O)[O-])c1)c1ccc2c(c1)OCCOCCOCCO2,11,20,-1.6,10,-1,108,-13,-17,-3.2
O=c1c2oc3nc4c(cc3c2ncn1CCCc1ccccc1)CCCC4,-11,-16,1.0,-7,20,85,26,-13,-1.5
CCOC(=O)c1[nH]ncc1CN1CCc2ccc(NC(=O)C3CCCO3)cc2C1 (stereo not drawn),1,1,-1.3,3,9,101,2,-9,-2.9
Cc1cccc(-n2ccnc2SCC(=O)Nc2nnc(C)s2)c1,-2,2,-3.5,-1,5,101,-6,-12,-2.9
COc1ccccc1OCCNC(=O)Nc1cc(F)c(F)cc1Cl,-2,0,-0.2,1,2,101,12,-5,0.2
COC(=O)Nc1c(-c2ccccc2)nc2ccc(C)cn12,2,11,-0.7,7,5,99,6,-7,-2.9
O=C(C1CCN(c2nnc(-n3cccc3)s2)CC1)N1CCN(Cc2ccc3c(c2)OCO3)CC1,-13,4,-1.2,-8,32,108,3,-21,-2.0
Cc1oc(-c2cccc(Cl)c2)nc1CN1CCCC(C(=O)NC(C)c2ccc3c(c2)OCCO3)C1 (stereo not drawn),-35,/,-3.0,0,-16,/,3,13,-3.2
COc1ccc(CCNC(=O)CC2SC(=NCCc3ccccc3)NC2=O)cc1 (stereo not drawn),4,-1,-1.5,-22,27,97,-8,-36,-2.9
O=S1(=O)CCN2C(c3ccco3)=CSC2=N1,1,7,-1.4,-1,4,100,12,0,-1.2
O=C(NCc1ccncc1)C1CCC(=O)N(CCc2ccc(Cl)cc2)C1 (stereo not drawn),-4,-1,0.1,-20,28,102,10,-7,-0.8

Among those listed so far, two contain a tert-butyl group:
Structure,NS3 helicase inh,MEKK2mut PB1 HTS,VIM-2 inhibitor,M18AAP inhibitor,NALP1 yeast inh,MEKK2wt PB1 HTS,SUMO HTRF inh,DNA FID counter,IMP-1 inhibitor
Cc1cc(C)cc(C(=O)N(NC(=O)Nc2ccc(Cl)cc2)C(C)(C)C)c1,-2,5,-1.1,3,27,102,-11,0,0.9
Cc1cccc(C(=O)Nc2nnc(-c3ccc(C(C)(C)C)cc3)s2)c1,3,6,-0.4,-9,7,104,-5,4,-1.4
